From PubChem
KCNQ1 act = human KCNQ1 channel potentiation or activation | P51787 | CHO-K1 KCNQ1, thallium flux FluxOR fluorescence; active compounds read high | B-score at 10 µM | actives 0.35% (n = 310,000) | AID 2648;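 active = fluorescence ratio B-score, a plate-corrected score, at least three library SD, with initial intensity B-score within 5 SD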
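Medium – assay buffer, equal DMSO in all wells · Material – CHO-K1 cell line with stable KCNQ1 potassium channel expression · Signal – kinetic FluxOR thallium fluorescence, 10-s 1-Hz baseline, 110-s post-stimulus read · Compound – single concentration per compound, DMSO matched to controls · Schedule – 37 °C overnight plating, 90-min dark dye load, 20-min compound pretreatment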
KCNK3 block = human KCNK3 channel inhibition, primary screen; O14649; CHO-KCNK3 thallium flux, FluxOR fluorescence; active compounds read low; B-score at 10 µM; actives 0.84% (n = 340,000); AID 602410;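 active = B-score under library mean minus 4 SD, starting fluorescence ratio at most library mean plus 5 SD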;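 note: more negative B-score means stronger inhibition of thallium flux through KCNK3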
KCNK9 inh = inhibitors of human KCNK9 two-pore domain potassium channel; Q9NPC2; HEK293 KCNK9, FluxOR thallium flux fluorescence; active compounds read low; B-score at 10 µM; actives 1.2% (n = 310,000);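 active = ratio B-score over 3 SD below the library mean, with starting fluorescence within 5 SD of its mean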;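 note: negative B-score means less thallium flux so channel inhibition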
Platelet DG rel = platelet dense granule release activity; inhibition, %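 (compounds screened at 7.5 µM in platelet-rich plasma)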; human platelet-rich plasma, SFLLRN dense granule ATP release, luminescence; actives 0.22% (n = 300,000);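 active = mean replicate score, as percent of positive control, at or above 50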
hERG protect = shields human hERG channel from block by proarrhythmic agents; Q12809; CHO-hERG, FluxOR thallium flux, dofetilide IC70 present; activation (rescue from dofetilide block), less the hit threshold, % at 10 µM; actives 0.51% (n = 310,000); AID 1511;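 active = activation above the mean of controls blocked by dofetilide plus 5 SD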;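 note: thallium influx through hERG after potassium depolarization seen as dye fluorescence rise; in these data hits start at about 4.7%; inactives centre near -7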
DYRK1A inh = blocks rat Dyrk1A kinase activity; ADP-Glo luminescence, NFATc1 peptide; actives 0.43% (n = 310,000); inhibition, % at 12.5 µM; in the data active = inhibition above about 50%;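 note: plate controls were vehicle with enzyme for no effect and no enzyme for full effect; many of its hits are not listed in these tables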
TRPC4 PAM = allosteric potentiators of mouse TRPC4 channel | HEK293 TRPC4beta/mu-opioid, DAMGO EC20, Fluo-4 Ca2+ flux; active compounds read high | B-score at 10 µM | actives 0.42% (n = 310,000);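 active = B-score of calcium response area above 5 SD of library B-scores, with initial fluorescence ratio within 5 SD of library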;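 note: B-score of integrated fluorescence ratio over time as area under calcium response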
Target sequence (Q9QUQ5 whole entry, looked up): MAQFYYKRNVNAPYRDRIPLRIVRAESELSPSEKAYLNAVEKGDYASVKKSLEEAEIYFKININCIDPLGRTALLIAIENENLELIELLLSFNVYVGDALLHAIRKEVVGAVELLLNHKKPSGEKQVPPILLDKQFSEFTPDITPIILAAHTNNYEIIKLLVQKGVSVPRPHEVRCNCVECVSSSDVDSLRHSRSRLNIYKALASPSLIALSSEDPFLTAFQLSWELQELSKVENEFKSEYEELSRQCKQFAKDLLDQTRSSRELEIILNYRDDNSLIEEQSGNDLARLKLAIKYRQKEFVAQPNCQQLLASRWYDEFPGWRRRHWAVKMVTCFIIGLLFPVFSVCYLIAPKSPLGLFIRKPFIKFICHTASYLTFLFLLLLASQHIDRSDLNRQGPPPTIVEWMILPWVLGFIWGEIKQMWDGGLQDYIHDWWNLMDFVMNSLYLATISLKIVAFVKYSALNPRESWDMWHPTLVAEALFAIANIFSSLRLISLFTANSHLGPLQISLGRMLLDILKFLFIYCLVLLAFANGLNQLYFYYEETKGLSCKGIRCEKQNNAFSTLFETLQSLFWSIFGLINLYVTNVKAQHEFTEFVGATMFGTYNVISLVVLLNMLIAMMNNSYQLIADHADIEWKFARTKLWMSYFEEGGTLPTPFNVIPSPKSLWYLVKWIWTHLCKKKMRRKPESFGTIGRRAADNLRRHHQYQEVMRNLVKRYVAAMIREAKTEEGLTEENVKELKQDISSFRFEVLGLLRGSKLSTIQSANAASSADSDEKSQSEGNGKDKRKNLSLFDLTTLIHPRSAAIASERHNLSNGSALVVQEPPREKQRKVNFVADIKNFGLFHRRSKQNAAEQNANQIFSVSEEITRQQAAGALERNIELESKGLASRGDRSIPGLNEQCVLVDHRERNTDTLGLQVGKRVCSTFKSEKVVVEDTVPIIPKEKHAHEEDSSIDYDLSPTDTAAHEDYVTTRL
PolyA inhibitor = inhibitors of polyadenylation in S. cerevisiae. S. cerevisiae SKY197-pL101 polyadenylation reporter, beta-gal luminescence; efflux-impaired pdr1/pdr3 knockout yeast; score 100 = 6 SD above DMSO. calls only at 12 µM. actives 0.02% (n = 300,000);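 active = lowest replicate activity score at least 50, where 100 means six control SD above control mean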;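 note: yeast exposed to compound for 9 h at 30 °C; higher score means more reporter readthrough which indicates perturbed polyadenylation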
TRPC4 agonist = TRPC4 (mouse) channel activation; Q9QUQ5; actives 0.49% (n = 310,000); B-score at 10 µM; HEK293 TRPC4beta/mu-opioid, Fluo4 calcium fluorescence; active compounds read high;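 active = B-score above 5 SD of library B-scores, and initial fluorescence ratio not above library mean plus 5 SD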;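 note: positive B-score marks a calcium rise read as TRPC4 activation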
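Incubation: 45 min room-temperature Fluo4 loading, 110 s read / System: HEK293 cells stably co-expressing mouse TRPC4beta and mu-opioid receptor / Signal: Fluo4 fluorescence, kinetic / Control set: buffer (low) and maximal DAMGO (high) / Measure: integrated baseline-normalised fluorescence ratio, converted to per-well B score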
KCNQ1 inh = blocks the human KCNQ1 potassium channel; actives 1.3% (n = 310,000); P51787; B-score at 10 µM; CHO-K1 KCNQ1, FluxOR thallium flux fluorescence; active compounds read high;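 active = compounds whose thallium flux B-score, printed positive for inhibition, exceeds three library SD while starting fluorescence stays within three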;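 note: channel opened by potassium depolarization with thallium stimulus after 20 min compound exposure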
TRPC4 inh = TRPC4 (mouse) channel inhibition; HEK293 TRPC4beta/mu-opioid, DAMGO-evoked Fluo4 calcium flux; active compounds read low; AID 2247; actives 0.39% (n = 300,000); Q9QUQ5; B-score at 10 µM;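 active = B-score over 3 SD under the library average, no early fluorescence shift, positive overall ratio signal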
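test system = HEK293 cells with stable TRPC4beta plus mu-opioid receptor expression | detection = Fluo4 Ca2+ flux fluorescence | read-out = integrated fluorescence ratio relative to baseline, converted to per-well B score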
An asterisk follows results filed as active; i = inactive; · = no result given. The list is partial. The share of hits here may be higher or lower than overall.

SMILES	KCNQ1 act	KCNK3 block	KCNK9 inh	Platelet DG rel	hERG protect	DYRK1A inh	TRPC4 PAM	PolyA inhibitor	TRPC4 agonist	KCNQ1 inh	TRPC4 inh
Cc1ccnc2nc(C(=O)NC3CCCc4ccccc43)nn12 (centres undefined)	i	i	i	·	3	·	i	·	i	i	i
CCN(CC(=O)Nc1ccc(NC(C)=O)cc1)C(=O)c1ccccc1SCc1c(C)noc1C	i	i	i	0	-16	-3	i	i	i	i	i
Cc1cc(NC(=O)CSc2ncccn2)no1	i	i	i	2	-9	0	i	i	i	i	i
CC(C)=CCN1CCN(Cc2cnc(N3CCOCC3)s2)CC1CCO (centres undefined)	i	i	i	2	-4	5	i	i	i	i	i
O=S(=O)(c1ccccc1)c1ncc(C(F)(F)F)cc1O	i	i	i	3	-12	0	i	i	i	i	i
COc1ccc(CCN2CC(C(=O)NCCc3cccnc3)CCC2=O)cc1 (centres undefined)	i	i	i	8	0	4	i	i	i	i	i
CCc1nnc2n1N=C(c1ccc(Cl)cc1)CS2	i	i	i	-5	-2	-1	i	i	i	i	i
CCSc1nc2c(c(-c3ccc(C)o3)c1C#N)CCCC2	i	-8.8*	-6.7*	2	-7	1	i	i	i	i	i
Cc1ccccc1NS(=O)(=O)c1ccc2c(c1)NC(=O)CO2	i	i	i	-8	-6	2	i	i	i	i	i
CN1CCC(N(C)C(=O)CCc2nc3ccccc3n2-c2ccccc2)CC1	i	i	i	9	-11	-7	i	i	i	i	i
Cn1c(N2CCN(C(c3ccccc3)c3ccccc3)CC2)nc2c1c(=O)[nH]c(=O)n2C	i	i	i	-3	-14	3	i	i	i	i	i
Clc1ccc(OCc2cc(-c3ccccc3)no2)cc1Cl	i	i	i	-4	-16	5	i	i	i	i	i
Cn1c(=O)oc2cc(S(=O)(=O)Nc3ccccc3O)ccc21	i	i	i	-1	-11	-1	i	i	i	i	i
CCn1c(=O)c(C(=O)NCCNCCO)c(O)c2ccccc21	i	i	i	-1	-6	7	i	i	i	i	i
Cc1ccc(N2C(=O)CN=C2Nc2nc(C)cc(C)n2)cc1	i	i	i	7	-9	6	i	i	i	i	i
COc1ccc(-c2nc3ccccc3c(=O)n2NC(=O)c2cccnc2Cl)cc1OC	i	i	i	2	-10	-5	i	i	i	i	i
C/C(=N\NC(=O)Cc1ccccc1Cl)c1cccnc1	i	i	i	-33	-9	-5	i	i	i	i	i
CN(Cc1nccn1C)C(=O)CCc1nnc(CCC2CCCCC2)o1	i	i	i	-1	-8	7	i	i	i	i	i
NC(=O)CCCC1=NS(=O)(=O)c2ccccc2N1	i	i	i	-3	-6	16	i	i	i	i	i
Cc1cccc(N2C(=O)C3CC3C2=O)c1 (centres undefined)	i	i	i	8	2	22	i	i	i	i	i
COc1ccc(N2CCN(C(CNC(=O)c3ccc4c(c3)OCO4)c3cccnc3)CC2)cc1 (centres undefined)	i	i	i	20	-8	-6	i	i	i	i	i
CCNS(=O)(=O)c1ccc(NC(=O)Nc2ccc3c(c2)OCO3)cc1	i	i	i	-2	-4	0	i	i	61*	i	i
COc1cccc(C2=NOC(C(=O)NC3CCCCC3)C2)c1 (centres undefined)	i	i	i	-6	-4	2	i	i	i	i	i
N/C(CS(=O)(=O)c1ccccn1)=N\OC(=O)c1ccc(Cl)cc1	i	i	i	-2	-5	0	i	i	i	i	i
Cn1c(=O)c2c(ncn2CC(=O)OCC(=O)Nc2cccc(Cl)c2)n(C)c1=O	i	i	i	1	-10	-17	i	i	i	i	i

Record cards, as listed above:
CN1CCC(N(C)C(=O)CCc2nc3ccccc3n2-c2ccccc2)CC1 across the screens: KCNQ1 act = i; KCNK3 block = i; KCNK9 inh = i; Platelet DG rel = 9; hERG protect = -11; DYRK1A inh = -7; TRPC4 PAM = i; PolyA inhibitor = i; TRPC4 agonist = i; KCNQ1 inh = i; TRPC4 inh = i
CCN(CC(=O)Nc1ccc(NC(C)=O)cc1)C(=O)c1ccccc1SCc1c(C)noc1C across the screens: KCNQ1 act = i; KCNK3 block = i; KCNK9 inh = i; Platelet DG rel = 0; hERG protect = -16; DYRK1A inh = -3; TRPC4 PAM = i; PolyA inhibitor = i; TRPC4 agonist = i; KCNQ1 inh = i; TRPC4 inh = i
Cc1ccnc2nc(C(=O)NC3CCCc4ccccc43)nn12 (centres undefined) across the screens: KCNQ1 act = i; KCNK3 block = i; KCNK9 inh = i; Platelet DG rel = ·; hERG protect = 3; DYRK1A inh = ·; TRPC4 PAM = i; PolyA inhibitor = ·; TRPC4 agonist = i; KCNQ1 inh = i; TRPC4 inh = i

New compounds follow
SMILES	KCNQ1 act	KCNK3 block	KCNK9 inh	Platelet DG rel	hERG protect	DYRK1A inh	TRPC4 PAM	PolyA inhibitor	TRPC4 agonist	KCNQ1 inh	TRPC4 inh
O=C(O)C1(c2ccccc2)CCN(S(=O)(=O)c2ccc(F)c(F)c2)CC1	i	i	i	-1	-2	1	i	i	i	i	i
COc1ccc(-n2c(C)cc(/C=C3\C(=N)N4N=C(CC(=O)N5CCOCC5)SC4=NC3=O)c2C)cc1	i	i	i	-3	-7	-7	i	i	i	i	i
COc1ncccc1-c1nnn(-c2ccc(Cl)c(Cl)c2)n1	i	i	i	-1	-4	1	i	i	i	i	i
CCOC(=O)CNC(=O)COc1ccc(Cl)cc1Br	i	i	i	0	-17	3	i	i	i	i	i
COC(=O)C1=CN(C2CC2)C=C(C(=O)OC)C1c1ccc(C(=O)OC)cc1	i	i	i	3	-6	2	i	i	i	i	i
CC1CCCCN1S(=O)(=O)c1ccc(C(=O)N(CCCN(C)C)c2nc3cc4c(cc3s2)OCO4)cc1 (centres undefined)	i	i	i	-7	-15	4	i	i	i	i	i
COc1ccc(NC(=O)c2cccc(S(=O)(=O)Nc3ccc(Br)cc3)c2)cn1	i	i	i	23	-18	-5	i	i	i	i	i
CN(C)C(=O)CNC(=O)CN1C(=O)NC2(CCCc3sccc32)C1=O (centres undefined)	i	i	i	-14	-6	-3	i	i	i	i	i
O=C1CC(SCCO)C(=O)N1c1ccc(Oc2ccccc2)cc1 (centres undefined)	i	i	i	6	0	·	i	·	i	i	i
CC1CCCC(C)N1C(=O)COC(=O)CCc1nc2ccccc2c(=O)[nH]1 (centres undefined)	i	i	i	10	-3	0	i	i	i	i	i
COC(=O)c1ccc(N(CC(=O)NC2CCCCC2)C(=O)CNC(=O)c2ccco2)cc1	i	i	i	-6	-9	-2	i	i	i	i	i
O=C(NCCCn1ccnc1)C(=O)NCC(c1cccnc1)N1CCN(c2ccc(F)cc2)CC1 (centres undefined)	i	i	i	-9	-8	1	i	i	i	i	i
CC(C)Oc1cc(S(=O)(=O)N2CCCCC2)ccc1N	i	i	i	-8	-2	-3	i	i	i	i	i
O=c1ccn(-c2ccccc2)[nH]1	i	i	i	6	-14	-2	i	i	i	i	i
CCOC(=O)C(=NC1CCS(=O)(=O)C1)NNc1cc(Cl)ccc1Cl (centres undefined)	i	i	i	3	-13	8	i	i	i	i	i
CCOc1ccc2oc(=O)cc(CN3CCN(C(=O)c4ccco4)CC3)c2c1	i	i	i	-12	-8	7	i	i	i	i	i
CC(C)(C)NC(=O)C[n+]1ccc(C(N)=O)cc1	i	i	i	-6	1	4	i	i	i	i	i
CC(=O)C1=C(C)NC(SCc2cccc([N+](=O)[O-])c2)=C(C#N)C1c1ccco1 (centres undefined)	i	i	i	0	-12	-2	i	i	i	i	i
Cc1cc2ccccn2c1C(=O)Nc1cccc(Cl)c1	i	i	i	-8	-29	0	i	·	i	i	i
O=[N+]([O-])c1ccc(NC(=S)NCC(c2cccnc2)N2CCOCC2)cc1 (centres undefined)	i	i	i	0	-9	2	i	i	i	i	i
COc1ccc(N2CCN(S(=O)(=O)CCNC(=O)c3cc(=O)c4ccccc4o3)CC2)cc1	i	i	i	-4	-10	10	i	i	i	i	i
CN(C)C(CNC(=O)c1ccc(NS(=O)(=O)c2ccc(F)c(F)c2)cc1)c1ccccc1 (centres undefined)	i	i	i	-3	-10	-5	i	i	i	i	i
NC(N)=NC(N)=Nc1ccc(O)cc1	i	i	i	-5	-2	3	i	i	i	i	i
COC(=O)C1=C(C)N=C2SC(C)C(=O)N2C1/C=C/c1ccccc1 (centres undefined)	i	i	i	-9	-6	-1	i	i	i	i	i
COc1ccc(C2=NOC(C(=O)O)C2)cc1 (centres undefined)	i	i	i	6	-11	-2	i	i	i	i	i

Further results follow:
SMILES	KCNQ1 act	KCNK3 block	KCNK9 inh	Platelet DG rel	hERG protect	DYRK1A inh	TRPC4 PAM	PolyA inhibitor	TRPC4 agonist	KCNQ1 inh	TRPC4 inh
CN(C)c1ccc(NC(=O)CC(NCc2ccccn2)C(=O)O)cc1 (centres undefined)	i	i	i	3	-14	-1	i	i	i	i	i
Cc1c(F)cccc1NS(=O)(=O)c1ccc2c(c1)NC(=O)CO2	i	i	i	-8	-12	-2	i	i	i	i	i
CC(=O)Oc1ccc(/C=N/NC2=NS(=O)(=O)c3ccccc32)cc1	i	i	i	-12	-8	0	i	i	i	i	i
CCOc1cc(CNn2nnnc2N)cc(Cl)c1OCC(=O)NC(C)(C)C	i	i	i	-6	-13	-3	i	i	i	i	i
N#Cc1cc(Cl)c(N2CCOCC2)cc1C#N	i	i	i	5	0	-4	i	i	i	i	i
CC1=CC(C)C(C(=O)O)C(C(=O)N2CCN(C)CC2)C1 (centres undefined)	i	i	i	-8	-3	-21	i	i	i	i	i
Cc1occc1-c1nnc(SCC(=O)N(C)CCC#N)n1N	i	i	i	2	-11	-1	i	i	i	i	i
Cc1cccc(NC(=O)CN2CCc3cc4c(cc3C2)OCCCO4)c1	i	i	i	-7	-8	1	i	i	i	i	i
CN(/N=C/c1ccc(C(C)(C)C)cc1)C1=NCCN1	i	i	i	5	-14	·	i	i	i	i	i
CSc1nsc(SCC(=O)NC2CCCCC2)n1	i	i	i	0	-7	3	i	i	i	i	i
Cc1ccc(N(C(=O)c2csnn2)C(C(=O)NC2CCCC2)c2ccccn2)c(C)c1 (centres undefined)	i	i	i	-2	-3	-2	i	i	i	i	i
CC(=O)NCCOc1nc(N(C)C)nc(N(C)C)n1	i	i	i	-6	-5	-1	i	i	i	i	i
CC(NC(=O)C1CCCN(S(=O)(=O)c2ccc(-n3cnnn3)cc2)C1)c1ccc(F)cc1 (centres undefined)	i	i	i	5	-7	0	i	i	i	i	i
CCCCn1nc(-c2ccccc2)c2nc3ccccc3nc21	i	·	i	-2	-47	·	i	i	i	i	i
CC1CC(=O)NN=C1c1ccc(N(C)C)c([N+](=O)[O-])c1 (centres undefined)	i	i	i	82*	-6	10	i	i	i	i	i
Cc1cc(=O)[nH]c(SCc2ccc(Cl)cc2Cl)n1	i	i	i	5	-9	-3	i	i	i	i	i
